HKDC1 inh: HKDC1 (human) hexokinase inhibition; 340,000 compounds, 0.16% hits; AID 493160; recombinant HKDC1, G6PDH/diaphorase resazurin coupled fluorescence; Q2TB90; inhibition, % at 20 µM;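 active = inhibition above about 35% when tested at 20 µM, limit read from the data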;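 also: plate controls were DMSO wells with enzyme for no effect and DMSO wells lacking enzyme for full effect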
Target sequence (Q2TB90 whole entry, looked up): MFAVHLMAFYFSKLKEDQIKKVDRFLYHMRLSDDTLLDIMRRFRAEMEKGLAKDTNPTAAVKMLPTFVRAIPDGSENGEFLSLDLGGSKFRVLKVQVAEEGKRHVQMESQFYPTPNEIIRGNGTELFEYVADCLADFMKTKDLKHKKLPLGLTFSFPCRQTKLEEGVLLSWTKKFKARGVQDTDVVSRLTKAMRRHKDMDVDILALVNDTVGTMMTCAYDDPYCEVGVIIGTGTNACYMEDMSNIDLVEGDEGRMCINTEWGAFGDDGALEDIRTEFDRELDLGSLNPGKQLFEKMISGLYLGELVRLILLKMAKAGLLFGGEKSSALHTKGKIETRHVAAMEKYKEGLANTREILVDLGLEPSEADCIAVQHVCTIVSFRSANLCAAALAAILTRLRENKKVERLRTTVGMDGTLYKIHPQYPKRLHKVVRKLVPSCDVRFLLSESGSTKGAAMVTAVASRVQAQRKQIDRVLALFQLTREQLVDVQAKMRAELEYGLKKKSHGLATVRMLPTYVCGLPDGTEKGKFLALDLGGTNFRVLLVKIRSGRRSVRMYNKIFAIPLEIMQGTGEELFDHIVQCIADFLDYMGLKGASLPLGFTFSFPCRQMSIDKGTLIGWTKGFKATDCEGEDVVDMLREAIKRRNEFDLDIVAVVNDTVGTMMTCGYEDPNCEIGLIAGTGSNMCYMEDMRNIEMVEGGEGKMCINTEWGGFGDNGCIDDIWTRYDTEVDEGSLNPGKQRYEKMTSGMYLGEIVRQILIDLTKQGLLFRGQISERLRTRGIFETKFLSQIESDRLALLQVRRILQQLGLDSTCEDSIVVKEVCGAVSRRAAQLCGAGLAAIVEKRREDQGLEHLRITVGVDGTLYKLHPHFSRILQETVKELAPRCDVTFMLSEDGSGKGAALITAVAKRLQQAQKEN
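Material – in-house recombinant HK5 (HKDC1) enzyme · Quantity – HKDC1 at 5 µg/mL · Buffer or medium – pH 8.0 Tris buffer with 10 mM MgCl2 · Reagent – glucose with 1 mM ATP · Dosing – single 20 µM dose · Times – reaction time 90 min, room temperature, protected from light · Technique – resorufin fluorescence at 613 nm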
mIAP inh: blocks mouse intestinal alkaline phosphatase | inhibition, % at 10 µM | 330,000 compounds, 0.2% hits | purified mouse IAP, CDP-Star luminescence, 30 min;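 active = inhibition of at least 40% at 10 µM in the primary screen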;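 also: plate controls were DMSO with enzyme for no effect and no enzyme wells for full effect; values of inactives mirror those of a sister screen read the other way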
mIAP activ: increases mouse intestinal alkaline phosphatase activity | activation factor at 10 µM | 330,000 compounds, 0.24% hits | muIAP, CDP-Star luminescence, 30 min; hits give high values; 1 = vehicle-only enzyme signal, 0 = enzyme-free wells;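 active = activation factor of at least 2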; also: the source names both 10 and 20 µM as test concentration; values of inactives mirror those of a sister screen read the other way
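also added = chemiluminescent substrate CDP-Star | test system = mouse IAP enzyme | signal = chemiluminescence readout | compound = DMSO-dissolved test compounds | incubation = 30 min at room temperature | benchmarks = DMSO wells, no-enzyme wells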
PfG6PD inh: PfG6PD (Plasmodium falciparum) enzyme inhibition; 350,000 compounds, 0.78% hits; inhibition, % at 20 µM; PfGluPho enzyme, NADPH resazurin-diaphorase fluorescence; AID 504690;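 active = inhibition reaching at least a set limit at 20 µM in the primary screen, cut at about 59% in these data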;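 also: 0% = DMSO wells with substrate and 100% = DMSO wells lacking glucose-6-phosphate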
A3A deaminase: inhibitors of human APOBEC3A DNA deaminase; P31941; inhibition, % at 20 µM; 330,000 compounds, 0.41% hits; recombinant A3A, FAM/TAMRA ssDNA deamination fluorescence; AID 493011;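 active = at least 40% inhibition at 20 µM here, with at most 30% in a related deaminase screen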;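 also: plate controls were A3A with DMSO for no effect and wells lacking A3A enzyme for full effect; some results filed as inactive read as strong as hits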
Target sequence (P31941 whole entry, looked up): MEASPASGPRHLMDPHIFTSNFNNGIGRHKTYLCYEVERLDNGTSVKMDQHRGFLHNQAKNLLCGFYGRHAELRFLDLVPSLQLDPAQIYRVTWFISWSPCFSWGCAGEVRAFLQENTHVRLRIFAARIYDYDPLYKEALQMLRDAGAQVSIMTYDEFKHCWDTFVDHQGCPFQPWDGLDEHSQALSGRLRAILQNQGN
hIAP block: blocks human intestinal alkaline phosphatase; 330,000 compounds, 0.12% hits; AID 2544; purified IAP, CDP-Star luminescence, 30 min; P09923; inhibition, % at 10 µM;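 active = inhibition reaching a set limit with compound at 10 µM in the primary screen, cut at about 35% in these data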;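 also: plate controls were DMSO wells with enzyme for no effect and no-enzyme buffer wells for full effect; values of inactives mirror those of a sister screen read the other way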
hIAP act: increases human intestinal alkaline phosphatase activity | purified human IAP, CDP-Star luminescence, 30 min; hits give high values; 1 = vehicle-only enzyme, 0 = enzyme-free background | activation factor at 10 µM | 330,000 compounds, 0.16% hits | AID 2524;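 active = activation factor of the enzyme at least 2-fold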; also: the source names both 10 and 20 µM as test concentration; values of inactives mirror those of a sister screen read the other way
ATG4B inh: ATG4B (human) cysteine protease inhibition; Q9Y4P1; ATG4B cleavage of LC3-PLA2, NBD-HPC fluorescence, 1 h; inhibition, % at 8.33 µM; 340,000 compounds, 0.51% hits; in the data active = inhibition above about 40%
Active calls of the source: *; · = not tested or not shown. The order is random. Share with any hit: about 2.4%.

The opening 2 entries, ahead of the listing:
SMILES,HKDC1 inh,mIAP inh,mIAP activ,PfG6PD inh,A3A deaminase,hIAP block,hIAP act,ATG4B inh
COc1ccc(-c2noc(CCC(=O)N3CCN(c4ccccc4C)CC3)n2)cc1,13,-2,1,9,0,·,·,13
Cc1ccc(C(NC(N)=O)c2ccccc2C)cc1 (stereo not given),-7,-11,1.1,-8,3,-4,1,-3

All compounds of this part, from the first entry:
SMILES,HKDC1 inh,mIAP inh,mIAP activ,PfG6PD inh,A3A deaminase,hIAP block,hIAP act,ATG4B inh
COc1ccc(-c2noc(CCC(=O)N3CCN(c4ccccc4C)CC3)n2)cc1,13,-2,1,9,0,·,·,13
Cc1ccc(C(NC(N)=O)c2ccccc2C)cc1 (stereo not given),-7,-11,1.1,-8,3,-4,1,-3
N#Cc1ccc(COc2cccc3cccnc23)cc1,-1,2,0.98,3,-3,6,0.94,1
CCOC(=O)C(C)n1cnc2c(oc3ccccc32)c1=O (stereo not given),0,-5,1.1,-10,-4,7,0.93,10
O=C(NN=Cc1ccc(OC(F)F)cc1)c1ccc(NS(=O)(=O)c2cccs2)cc1,0,-7,1.1,-8,-2,-16,1.2,3
COc1cccc(CNC(=O)COC(=O)c2c(NC(C)=O)sc(C)c2C)c1,-6,-4,1,-1,1,-36,1.4,-1
Cc1ccc(C(=O)NCc2ccco2)cc1[N+](=O)[O-],4,-5,1.1,17,3,-20,1.2,-6
O=C(Nc1ccc(N2CCCC2)c(Cl)c1)c1ccccc1[N+](=O)[O-],-9,13,0.87,8,-5,14,0.85,-8
O=C(Nc1ccon1)c1ccc(Br)s1,-4,5,0.95,2,-3,-11,1.1,-1
CCc1ccc(-n2c(SCC(=O)Nc3ccc(C(=O)O)cc3)nnc2-c2ccncc2)cc1,-6,0,1,-15,0,-3,1,-1

Other compounds:
SMILES,HKDC1 inh,mIAP inh,mIAP activ,PfG6PD inh,A3A deaminase,hIAP block,hIAP act,ATG4B inh
CC(=O)Nc1ccc(S(=O)(=O)NCC(=O)OC(C)c2ccccc2Cl)cc1 (stereo not given),-11,1,0.99,7,4,-11,1.1,8
CCOc1ccc(NC(=S)NC(C)C(c2ccccc2)N2CCN(C)CC2)cc1 (stereo not given),-1,-12,1.1,0,2,10,0.9,-7
Oc1ccccc1OCC(O)c1ccccc1 (stereo not given),-4,-8,1.1,-5,5,16,0.84,10
CC(=O)Nc1ccc(NC(=O)c2sc3nc4c(c(-c5ccc(C)cc5)c3c2N)CCC4)cc1,-4,-1,1,16,-3,11,0.89,-11
Cc1ccc(CN2CC(C(=O)Nc3ccncc3)CC2=O)cc1 (stereo not given),-6,-4,1,-7,2,0,1,-4
O=S(=O)(c1cccc(COc2ccc(Cl)cc2Cl)c1)N1CCOCC1,39*,4,0.96,23,2,-12,1.1,-1
O=C1CCN(S(=O)(=O)c2ccccc2)C2CCCCC12 (stereo not given),-1,-3,1,9,0,9,0.91,-2
Cc1cc(C)cc(CSc2ccc(S(=O)(=O)N3CCCC3)cn2)c1,1,19,0.81,16,-2,16,0.84,-6
C[C@H]1CCC(=O)N([C@H](CSc2ccc(Br)cc2)Cc2ccccc2)CC1,-2,-10,1.1,18,-2,11,0.89,1
NC(CO)(CO)COCc1ccccc1,-1,-11,1.1,4,-6,-20,1.2,-11

(continued)
SMILES,HKDC1 inh,mIAP inh,mIAP activ,PfG6PD inh,A3A deaminase,hIAP block,hIAP act,ATG4B inh
CCN(CC)CCN(C(=O)CCOc1ccccc1)c1nc2c(F)cc(F)cc2s1,-2,-4,1,14,3,-1,1,-12
N/C(=N\OC(=O)c1ccccc1Cl)c1ccncc1,-7,-3,1,-1,-5,-8,1.1,-2
CC(C)(C)c1ccc(OCCC(=O)NCC(c2cccs2)N2CCOCC2)cc1 (stereo not given),-1,6,0.94,2,-2,-2,1,-15
COc1ccc(-c2cn3c(C)c(C(=O)Nc4cccc(C)n4)sc3n2)cc1,-15,10,0.91,62*,-5,-5,1.1,-3
CCOc1ccc(-c2nnc3ccc(SCC(=O)Nc4cc(C)on4)nn23)cc1,-1,-22,1.2,0,-6,8,0.92,-2
O=C1N=C(N2CCOCC2)S/C1=C\c1cccs1,-10,-7,1.1,-3,3,-8,1.1,-8
CC(=O)Nc1ccccc1NC(=O)c1ccccc1,4,-6,1.1,2,0,3,0.97,-4
OCC(CO)(CO)N=Cc1c(O)ccc2ccccc12,10,4,0.96,34,3,-9,1.1,-2
CCOc1ccc(NC(=S)NC(=O)c2c(Br)cnn2C)c([N+](=O)[O-])c1,-7,-4,1,33,-6,6,0.94,4
CC(O)C(O)C(O)C(O)C1NCCS1 (stereo not given),-6,-2,1,1,-1,-11,1.1,-4

The results go on.
SMILES,HKDC1 inh,mIAP inh,mIAP activ,PfG6PD inh,A3A deaminase,hIAP block,hIAP act,ATG4B inh
COc1ccc(N2CCN(CCNC(=O)C3CCN(S(=O)(=O)c4cccs4)CC3)CC2)cc1,3,11,0.89,3,-1,13,0.87,-2
COC(=O)C(C(=O)OC)=C(/C=C/N(C)C)N(C)C,3,0,1,2,0,4,0.96,-6
Cc1ccc(C2Nc3ccccc3C(=O)N2CCCN2CCOCC2)cc1 (stereo not given),-3,2,0.98,4,1,-34,1.3,-5
Cc1cccc(OCC(=O)N2CCN(C(=O)COc3ccc(Cl)cc3)CC2)c1,0,-3,1,3,-5,3,0.97,-9
CC1(C)CC(=O)C(C(C2=C(O)CC(C)(C)CC2=O)c2ccc(O)c([N+](=O)[O-])c2)=C(O)C1,-7,30,0.69,-16,19,17,0.83,2
O=C(c1ccc2ncsc2c1)N1CCCCC1,-2,-1,1,-1,-3,18,0.82,-2
O=C(Oc1cccc(N2C(=O)CCC2=O)c1)C1CC(=O)N(c2ccc(Br)cc2)C1 (stereo not given),-3,-7,1.1,-16,-4,-1,1,6
COC(=O)C1=CN(Cc2ccc(OC)cc2)C=C(C(=O)OC)C1c1ccc(O)c(OC)c1,-1,-4,1,15,1,-37,1.4,2
Cc1ccccc1NC(=S)N(Cc1ccco1)C(C)c1ccccn1 (stereo not given),-1,3,0.97,-27,0,-3,1,4
Cc1ccc(CC(NC(=O)c2ccc(C)cc2)C(=O)O)cc1 (stereo not given),1,-10,1.1,-10,3,·,·,-2

Additional entries
SMILES,HKDC1 inh,mIAP inh,mIAP activ,PfG6PD inh,A3A deaminase,hIAP block,hIAP act,ATG4B inh
CCOC(=O)c1nnn(-c2nonc2NC(C)=O)c1C,-3,-2,1,-17,-4,-1,1,4
CN(Cc1ccccc1)C(=O)c1ccccc1NC(=O)c1ccco1,-6,-1,1,-2,-5,-1,1,-3
CN1C(=O)c2ccc(S(=O)(=O)c3ccc(C(=O)O)cc3)cc2C1=O,12,-1,1,-25,-1,-10,1.1,-9
CC1(C)C/C(=N\NC(=S)Nc2ccccc2F)c2cc(O)ccc2O1,-5,12,0.88,18,3,-6,1.1,-13
COc1ccc(N2CC(O)=C(c3nc(-c4ccc(F)cc4)cs3)C2=N)cc1,-12,-4,1,-3,0,9,0.91,-10
CCSc1nnc(NC(=O)C2CCCCC2C(=O)O)s1 (stereo not given),6,4,0.96,0,-1,18,0.82,-5
COc1cc(NS(=O)(=O)c2ccc(NC(=O)Cc3ccccc3)cc2)nc(OC)n1,-5,-1,1,-5,5,-11,1.1,-8
Fc1ccc2nc(Nc3nc4c(s3)CCCC4)sc2c1,-1,5,0.95,6,-1,20,0.8,-3
O=C(Cc1cccc2ccccc12)N/N=C/c1ccncc1,-6,3,0.97,15,8,5,0.95,-6
CSc1nc2ccc3nc(NC(=O)c4cccs4)sc3c2s1,6,-2,1,3,-10,-3,1,-3

Continued:
SMILES,HKDC1 inh,mIAP inh,mIAP activ,PfG6PD inh,A3A deaminase,hIAP block,hIAP act,ATG4B inh
COC(=O)Cc1c(O)ccn(Cc2ccc(F)cc2)c1=O,-9,-2,1,7,-6,7,0.93,5
O=C(O)CSc1nnc(Cn2cnc3ccccc32)n1CCc1ccccc1,4,0,1,-11,-1,11,0.89,-7
COc1ccc(NC(=O)CC2Nc3ccccc3NC2=O)c([N+](=O)[O-])c1 (stereo not given),9,10,0.9,-6,2,0,1,-3
O=C(O)C1CC(O)CN1S(=O)(=O)c1cccs1 (stereo not given),1,-12,1.1,-20,-1,4,0.96,4
COc1ccc(OC)c(NC(=O)c2cccc(S(=O)(=O)N3CCN(C(C)=O)CC3)c2)c1,5,-9,1.1,-12,9,-9,1.1,4
O=C(O)c1cccc(NC2=Nc3cccc4cccc2c34)c1,-1,-1,1,20,3,-12,1.1,-18
Cc1cc(C)c(S(=O)(=O)n2c([N+](=O)[O-])cnc2C)cc1C,-10,8,0.92,6,1,11,0.89,3
COC(=O)C1CCCN1C(=O)C1CCCN1C(=O)CNC(=O)OCc1ccccc1 (stereo not given),-6,6,0.94,-5,-2,18,0.82,3
Nc1ccccc1Sc1ccc(C(=O)c2ccccc2C(=O)O)cc1[N+](=O)[O-],0,3,0.97,-14,-2,14,0.86,-7
CCOC(=O)c1c(C)oc2ccc(OS(C)(=O)=O)cc12,-3,2,0.98,-9,1,-22,1.2,0

Next structures.
SMILES,HKDC1 inh,mIAP inh,mIAP activ,PfG6PD inh,A3A deaminase,hIAP block,hIAP act,ATG4B inh
CC(C)(C)NC(=O)CN(C(=O)CS(=O)CC(=O)Nc1ccc(F)cc1)c1ccccc1F (stereo not given),-3,2,0.98,-21,1,0,1,9
O=C(O)c1ccccc1C(=O)c1ccc(Sc2ccc(Cl)cc2)c([N+](=O)[O-])c1,6,3,0.97,-33,-4,2,0.98,4
COc1ccc(-n2nc(C(=O)NCC(=O)NCCCN3CC(C)CC(C)C3)c3ccccc3c2=O)cc1 (stereo not given),-1,3,0.97,-8,6,16,0.84,-3
CCC1Oc2ccc(C)cc2N(CC(=O)NCCCN2CCCCC2C)C1=O (stereo not given),0,2,0.98,-2,2,8,0.92,-6
c1cn(CCCNc2ncnc3nc[nH]c23)cn1,1,12,0.88,-15,-1,-72,1.7,5
COc1cccc(NC(=O)COc2c(F)c(F)c(C(F)(F)F)c(F)c2F)c1,-3,-9,1.1,20,2,15,0.85,-5
O=C(NCc1ccccn1)c1nc(Cn2cc([N+](=O)[O-])cn2)no1,-6,18,0.82,-6,-5,-31,1.3,-7
CC(=O)CC(=O)Nc1ncc(C(F)(F)F)cc1Cl,-7,0,1,-9,-3,7,0.93,-3
COc1cc(CN(CC2CCCO2)C(=O)c2cccs2)cc(OC)c1OC (stereo not given),-8,2,0.98,-3,-1,-26,1.3,10
CC(=O)N(C)c1ccc(NC(=O)N2CCOCC2)cc1,2,3,0.97,10,-2,0,1,-4

Following part
SMILES,HKDC1 inh,mIAP inh,mIAP activ,PfG6PD inh,A3A deaminase,hIAP block,hIAP act,ATG4B inh
COc1ccc(NC(=O)N2C3CCCC2CC(NC(=O)C2CC2)C3)cc1 (stereo not given),-1,-1,1,-7,-1,-2,1,9
COc1ccc(CCNC(=O)CS(=O)Cc2nc(-c3ccccc3Cl)oc2C)cc1OC (stereo not given),2,-2,1,-19,-6,-23,1.2,2
Cc1ccc(N2C(=O)[C@@H]3[C@H](C2=O)[C@H]2C=CC=NN2[C@@H]3C(=O)Nc2ccccc2)cc1,0,-4,1,6,-3,1,0.99,4
CN1CCN(C(=S)c2ccc(N(C)C)cc2)CC1,-9,1,0.99,48,-10,-11,1.1,4
S=C(NCc1ccco1)N1CCN(c2ccc(Cl)cc2)CC1,-1,0,1,5,-2,-18,1.2,-1
O=C1N=C2SCCN2/C1=C\c1ccccc1Cl,-6,16,0.84,-16,-1,6,0.94,5
CCc1cc2cc(C)cc(C)c2nc1SCC(=O)N1CCN(C(=O)c2ccco2)CC1,-4,-5,1.1,-1,4,-46,1.5,-1
CN1c2ccccc2C(=O)/C(=C\Nc2ccc(F)cc2)S1(=O)=O,-2,-2,1,-14,-3,1,0.99,5

Screening data from PubChem BioAssay.
